# mut p53 react: mutant p53 pathway reactivation; SW480 PUMA-promoter luciferase; activation, % at 9.98 µM; actives 1.5% (n = 28,000); AID 624151; in the data active means activation above about 52%
# STK33 kin inh: blocks human STK33 kinase activity | inhibition, % at 12.5 µM | ADP-Glo luminescence, MBP substrate | actives 0.44% (n = 27,000); in the data active means inhibition above about 20%
# Target sequence (Q9BYT3 whole entry, looked up): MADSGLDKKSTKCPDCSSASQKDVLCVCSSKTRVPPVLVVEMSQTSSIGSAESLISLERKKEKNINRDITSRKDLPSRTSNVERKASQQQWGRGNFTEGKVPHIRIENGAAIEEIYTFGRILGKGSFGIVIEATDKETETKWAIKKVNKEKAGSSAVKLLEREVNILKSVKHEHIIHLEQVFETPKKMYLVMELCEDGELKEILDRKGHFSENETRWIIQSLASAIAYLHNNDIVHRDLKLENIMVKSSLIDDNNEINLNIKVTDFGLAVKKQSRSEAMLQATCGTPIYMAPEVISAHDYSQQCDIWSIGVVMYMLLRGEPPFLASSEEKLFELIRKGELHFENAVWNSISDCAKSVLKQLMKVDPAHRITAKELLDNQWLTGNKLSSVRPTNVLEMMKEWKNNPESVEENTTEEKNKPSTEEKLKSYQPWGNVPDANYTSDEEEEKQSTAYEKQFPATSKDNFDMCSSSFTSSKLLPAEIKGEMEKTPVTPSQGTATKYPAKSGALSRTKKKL
# * marks the source's active call; other numbers are inactive results; . = not tested or not shown. An excerpt; rates above refer to the full screens.
# Results follow in this order: STK33 kin inh, mut p53 react
C[C@@H]1CCCCO[C@@H](CN(C)S(=O)(=O)c2ccc(Cl)cc2)[C@@H](C)CN([C@H](C)CO)C(=O)c2cc(NC(=O)CCC(F)(F)F)ccc2O1
→ 0, .
C[C@@H]1CN([C@@H](C)CO)C(=O)CCCn2cc(nn2)CO[C@@H]1CN(C)S(=O)(=O)c1ccc(C#N)cc1
→ 0, .
C[C@@H]1CN([C@@H](C)CO)S(=O)(=O)c2ccc(C#CCN(C)C)cc2O[C@H]1CN(C)C(=O)Nc1ccccc1F
→ ., 11
Nc1cc(N)nc(SCC(=O)Nc2ccc(Br)cc2Cl)n1
→ 1, 8
Cc1nn(C(C)C(=O)Nc2sc3c(c2C#N)CCCC3)c(C)c1[N+](=O)[O-] (centres undefined)
→ 6, 10
C[C@H](CO)N1C[C@H](C)[C@H](CN(C)S(=O)(=O)c2cccs2)Oc2ccc(NC(=O)CCN3CCOCC3)cc2CC1=O
→ ., -9
C[C@H]1CN([C@@H](C)CO)C(=O)c2cc(NC(=O)C3CCCCC3)ccc2O[C@H]1CN(C)CC1CCCCC1
→ -1, .
COc1c(C=O)c(O)cc2c1C(=O)c1ccccc1C2=O
→ 85*, -7
CC(C)C#Cc1ccc2c(c1)O[C@@H](CN(C)C(=O)CC1CC1)[C@H](C)CN([C@@H](C)CO)S2(=O)=O
→ ., -9
Cc1cc(=O)[nH]c(SC(C)C(=O)Nc2cccc3ccccc23)n1 (centres undefined)
→ -3, -12
C[C@@H]1CN([C@@H](C)CO)C(=O)CCCn2nncc2CO[C@@H]1CN(C)C(=O)Nc1ccc(C(C)(C)C)cc1
→ 5, 5
CCCNC(=O)N(C)C[C@H]1Oc2ncc(C#Cc3ccccc3F)cc2C(=O)N([C@H](C)CO)C[C@@H]1C
→ ., 5
Cc1ccc(S(=O)(=O)Nc2ccc3c(c2)C(=O)N([C@H](C)CO)C[C@H](C)[C@@H](CN(C)C(=O)NC2CCCCC2)OCCCC[C@@H](C)O3)cc1
→ 1, .
C[C@@H]1CN([C@@H](C)CO)S(=O)(=O)c2ccc(C3=CCCC3)cc2O[C@H]1CN(C)C(=O)c1cnccn1
→ ., -3
C[C@@H]1CCCCO[C@@H](CN(C)S(C)(=O)=O)[C@@H](C)CN([C@H](C)CO)C(=O)c2cc(NC(=O)NC3CCCCC3)ccc2O1
→ 0, .
CNC[C@@H]1Oc2c(NS(=O)(=O)c3ccc(Cl)cc3)cccc2C(=O)N([C@@H](C)CO)C[C@@H]1C
→ ., 2
COc1cc2occ(-c3ccc4c(c3)OCO4)c(=O)c2c(OC)c1OC
→ -3, 21
C[C@H]1CN([C@@H](C)CO)C(=O)c2cccc(NC(=O)C3CCOCC3)c2O[C@H]1CN(C)S(=O)(=O)c1ccc(Cl)cc1
→ ., -4
O=C(Nc1cccnc1)c1nc2ncccn2n1
→ ., -1
COc1ccc(CN(C)C[C@@H]2Oc3ccc(NC(=O)Nc4cccc5ccccc45)cc3CC(=O)N([C@H](C)CO)C[C@@H]2C)cc1
→ 1, 2
COc1ccc(OCC(=O)Nc2sc(C)c(C)c2C(N)=O)cc1
→ 3, 16
C[C@@H](O)C#Cc1cnc2c(c1)C(=O)N([C@@H](C)CO)C[C@H](C)[C@@H](CN(C)CC1CCCC1)O2
→ ., 11
COc1cccc(NC(=O)CSc2nc3ccccc3c(=O)n2-c2ccc(Br)cc2)c1
→ 5, -9
CCCC1=C(C(=O)OCC)C(c2cccnc2)n2ncnc2N1 (centres undefined)
→ -2, -8
CNC[C@H]1Oc2c(NC(=O)c3ccncc3)cccc2C(=O)N([C@@H](C)CO)C[C@H]1C
→ ., 8
Cc1ccc(S(=O)(=O)N(C)C[C@H]2Oc3ccc(NS(=O)(=O)c4ccc(F)cc4)cc3CC(=O)N([C@H](C)CO)C[C@H]2C)cc1
→ 0, .
C[C@H](CO)N1C[C@H](C)[C@H](CN(C)Cc2ccccc2)Oc2ccc(NC(=O)Nc3ccc(C(F)(F)F)cc3)cc2CC1=O
→ 0, .
Cc1ccccc1OCC(=O)Nc1cccc(NC(=O)c2ccc(C(C)(C)C)cc2)c1
→ -3, -18
O=C(CSc1nnc(Nc2ccccc2)n1-c1ccccc1)Nc1ccc2c(c1)COC2=O
→ -3, -16
Cc1c(NC(=O)C(C)Oc2ccc(Cl)cc2Cl)cccc1-c1nc2ccccc2o1 (centres undefined)
→ 4, -19
CC(C)NC(=O)N(C)C[C@H]1OCCCC[C@@H](C)Oc2ccc(NS(C)(=O)=O)cc2C(=O)N([C@H](C)CO)C[C@@H]1C
→ ., 2
C[C@@H]1CN([C@@H](C)CO)C(=O)CCCn2cc(nn2)CO[C@H]1CN(C)C
→ 3, 4
Cc1cc(C(=O)Nc2cccc3c2O[C@H](CN(C)S(=O)(=O)c2cccs2)[C@H](C)CN([C@@H](C)CO)C3=O)n(C)n1
→ ., 11
Cc1ccc(S(=O)(=O)NCC(C)O)cc1-c1nnc2c3ccccc3c(C)nn12 (centres undefined)
→ 0, -11
C[C@H](CO)N1C[C@H](C)[C@H](CN(C)Cc2ccccc2)Oc2ccc(NC(=O)CCC(F)(F)F)cc2C1=O
→ 1, .
CC(CCc1ccc(O)cc1)NCCc1ccc(O)c(O)c1 (centres undefined)
→ 5, .
COc1ccc(S(=O)(=O)Nc2ccc3c(c2)C(=O)N([C@@H](C)CO)C[C@H](C)[C@H](CN(C)C(=O)CCC(F)(F)F)OCCCC[C@H](C)O3)cc1
→ ., -5
C[C@H](CO)N1C[C@H](C)[C@H](CN(C)C(=O)Nc2ccc(C(F)(F)F)cc2)Oc2cc(-c3ccncc3)ccc2S1(=O)=O
→ ., -19
COC(=O)CN(c1cccc(Cl)c1)S(=O)(=O)c1ccc(Cl)cc1
→ -9, -1
CN1CCN(C(=O)CN(c2ccc(I)cc2)S(=O)(=O)c2ccccc2)CC1
→ -3, -4
COc1ccc(NC(=O)COc2ccc3ccccc3c2Br)c([N+](=O)[O-])c1
→ 0, 15
CC(NS(=O)(=O)c1ccccc1)C(=O)Nc1ccccc1C(F)(F)F (centres undefined)
→ -7, -7
COc1ccc(NC(=O)C(C)Oc2ccccc2)c([N+](=O)[O-])c1 (centres undefined)
→ 7, 86*
c1ccc(-n2cc3c(c2)CCc2cn(-c4ccccc4)cc2CC3)cc1
→ ., 9
COc1cc(OC)c(-c2nc(-c3ccccc3)c(-c3cccs3)[nH]2)cc1OC
→ ., -12
COc1cccc(S(=O)(=O)N(C)C[C@@H]2OCc3cnnn3CCCC(=O)N([C@H](C)CO)C[C@@H]2C)c1
→ 0, .
Cc1ccc(S(=O)(=O)Nc2ccc3c(c2)CC(=O)N([C@@H](C)CO)C[C@H](C)[C@H](CN(C)C(=O)Nc2ccc(F)cc2)O3)cc1
→ -2, .
CCC(=O)N(C)C[C@H]1Oc2ncc(C#Cc3ccccc3OC)cc2C(=O)N([C@@H](C)CO)C[C@H]1C
→ ., -6
C[C@H](CO)N1C[C@H](C)[C@H](CN(C)S(=O)(=O)c2ccc(F)cc2)Oc2ccc(NS(=O)(=O)c3ccccc3)cc2CC1=O
→ ., 8
COC(=O)c1cc(NC(=O)CC2SCCNC2=O)cc(C(=O)OC)c1 (centres undefined)
→ 1, 4
COc1ccc(NC(=O)Nc2ccc3c(c2)C(=O)N([C@@H](C)CO)C[C@H](C)[C@@H](CN(C)S(=O)(=O)c2ccc(Cl)cc2)O3)cc1
→ 2, .
C[C@@H]1CN([C@H](C)CO)C(=O)Cc2cc(NC(=O)Nc3cccc4ccccc34)ccc2O[C@@H]1CN(C)Cc1ccc2c(c1)OCO2
→ 1, .
O=C(CSc1nc2ccccc2s1)c1ccc2c(c1)OCCO2
→ 11, 20
COc1ccc(C(=O)NCCc2ccccc2)cc1Cl
→ 0, 10
Cc1cc(OCC(=O)NCc2ccco2)c(C)cc1Br
→ 1, 50
CC(C)(C)Nc1nc(SCC(=O)Nc2ccccc2)nc(N2CCOCC2)n1
→ -3, -8
COc1cc2ccc(=O)oc2cc1OCC(O)C(C)(C)O (centres undefined)
→ 1, -14
C=CCNC(=O)[C@@H]1[C@H]2C(=O)O[C@H](c3ccccc3)[C@H](c3ccccc3)N2[C@H](c2ccc(OCCO)cc2)[C@@]12C(=O)Nc1ccccc12
→ 12, .
CC/C=C\C[C@@H]1C(=O)C=C[C@@H]1CCCCCCCC(=O)O
→ -13, 9
COc1ccc(S(=O)(=O)N(C)C[C@@H]2Oc3c(NC(=O)NC4CCCCC4)cccc3C(=O)N([C@@H](C)CO)C[C@H]2C)cc1
→ ., -7

# Part of the list above in a different format.
> C[C@@H]1CN([C@H](C)CO)C(=O)Cc2cc(NC(=O)Nc3cccc4ccccc34)ccc2O[C@@H]1CN(C)Cc1ccc2c(c1)OCO2
  STK33 kin inh = 1
  mut p53 react = .

> CN1CCN(C(=O)CN(c2ccc(I)cc2)S(=O)(=O)c2ccccc2)CC1
  STK33 kin inh = -3
  mut p53 react = -4

# By substructure: those above with a CF3 group
# Results follow in this order: STK33 kin inh, mut p53 react
C[C@@H]1CCCCO[C@@H](CN(C)S(=O)(=O)c2ccc(Cl)cc2)[C@@H](C)CN([C@H](C)CO)C(=O)c2cc(NC(=O)CCC(F)(F)F)ccc2O1
→ 0, .
C[C@H](CO)N1C[C@H](C)[C@H](CN(C)Cc2ccccc2)Oc2ccc(NC(=O)Nc3ccc(C(F)(F)F)cc3)cc2CC1=O
→ 0, .
C[C@H](CO)N1C[C@H](C)[C@H](CN(C)Cc2ccccc2)Oc2ccc(NC(=O)CCC(F)(F)F)cc2C1=O
→ 1, .
COc1ccc(S(=O)(=O)Nc2ccc3c(c2)C(=O)N([C@@H](C)CO)C[C@H](C)[C@H](CN(C)C(=O)CCC(F)(F)F)OCCCC[C@H](C)O3)cc1
→ ., -5
C[C@H](CO)N1C[C@H](C)[C@H](CN(C)C(=O)Nc2ccc(C(F)(F)F)cc2)Oc2cc(-c3ccncc3)ccc2S1(=O)=O
→ ., -19
CC(NS(=O)(=O)c1ccccc1)C(=O)Nc1ccccc1C(F)(F)F (centres undefined)
→ -7, -7

# Other results follow:
# Results follow in this order: STK33 kin inh, mut p53 react
CCn1c(SCC(=O)Nc2ccccc2Br)nnc1-c1ccccc1O
→ 0, 11
COc1ccc(C(=O)CSc2nnc(-c3ccc(Cl)cc3)n2-c2ccc(OC)cc2)cc1
→ 2, 6
CN1[C@@H](CC(=O)c2ccccc2)CCC[C@H]1C[C@H](O)c1ccccc1
→ -1, 11
C[C@H](CO)N1C[C@H](C)[C@H](CN(C)Cc2ccccc2)Oc2ccc(NC(=O)Cn3cnnn3)cc2CC1=O
→ 3, .
C[C@@H]1CN([C@H](C)CO)C(=O)c2cccc(NC(=O)C3CC3)c2O[C@H]1CN(C)C
→ ., -1
Cn1c2ccc(Br)cc2c2nnc(SCC(=O)N=C3NC(=O)CS3)nc21
→ ., -8
Cc1noc(C)c1NC(=O)Nc1ccc2c(c1)CC(=O)N([C@@H](C)CO)C[C@@H](C)[C@@H](CN(C)S(=O)(=O)c1ccc(Cl)cc1)O2
→ 0, .
COc1ccc(S(=O)(=O)N(C)C[C@H]2Oc3ccc(NC(=O)C4CC4)cc3C(=O)N([C@@H](C)CO)C[C@H]2C)cc1
→ ., -16
C[C@@H]1CCCCO[C@H](CN(C)S(=O)(=O)c2cn(C)cn2)[C@@H](C)CN([C@H](C)CO)C(=O)c2cc(NS(=O)(=O)c3ccc(Cl)cc3)ccc2O1
→ -3, .
C[C@H]1CN([C@@H](C)CO)C(=O)Cc2cc(NC(=O)Nc3cccc4ccccc34)ccc2O[C@H]1CN(C)Cc1ccc(Cl)c(Cl)c1
→ -4, .
C[C@H](CO)N1C[C@H](C)[C@@H](CN(C)Cc2ccncc2)Oc2c(NS(=O)(=O)c3ccc(Cl)cc3)cccc2C1=O
→ ., -5
C[C@@H]1CCCCO[C@H](CN(C)C(=O)CCC(F)(F)F)[C@H](C)CN([C@H](C)CO)C(=O)c2cc(NS(C)(=O)=O)ccc2O1
→ ., -6
C[C@@H]1CN([C@@H](C)CO)C(=O)c2cc(-c3cccc(F)c3)cnc2O[C@@H]1CN(C)C(=O)c1cnccn1
→ ., -5
COc1ccc(C)cc1NC(=O)CNS(=O)(=O)c1cc(Cl)ccc1Cl
→ 0, 4
C[C@@H]1CN([C@@H](C)CO)C(=O)Cc2cc(NC(=O)Nc3ccc(F)cc3)ccc2O[C@H]1CN(C)C(=O)NC1CCCCC1
→ ., 1
C[C@H]1CN([C@@H](C)CO)C(=O)Cc2cc(NC(=O)Nc3ccc(C(F)(F)F)cc3)ccc2O[C@H]1CN(C)CC1CC1
→ -2, -4
COc1ccc(CN(C)C[C@H]2OCCCC[C@@H](C)Oc3ccc(NC(=O)NC4CCCCC4)cc3C(=O)N([C@H](C)CO)C[C@H]2C)cc1
→ ., -16
O=C(NCC(c1ccc[nH]1)C(F)(F)F)Nc1ccccc1 (centres undefined)
→ ., 8
CCOC(=O)c1ccc(NC(=O)CCC2COc3ccccc3O2)cc1 (centres undefined)
→ 1, -8
Cc1noc(C)c1S(=O)(=O)N(C)C[C@@H]1OCCCC[C@@H](C)Oc2ccc(NS(C)(=O)=O)cc2C(=O)N([C@H](C)CO)C[C@H]1C
→ ., 4
CCn1c(C)[n+](CC)c2ccc(S(=O)(=O)NC)cc21
→ -1, .
C[C@@H]1CN([C@H](C)CO)C(=O)c2ccccc2-c2ccccc2CO[C@@H]1CN(C)Cc1cccc(F)c1
→ ., -8
Cc1noc(C)c1S(=O)(=O)N(C)C[C@H]1OCCCC[C@H](C)Oc2ccc(NC(=O)NC(C)C)cc2C(=O)N([C@H](C)CO)C[C@@H]1C
→ ., 9
NC(=O)C(Cc1ccccc1)NS(=O)(=O)c1ccc2oc3ccccc3c2c1 (centres undefined)
→ 9, -13
Cc1c(NC(=O)CSc2nncc3ccccc23)c(=O)n(-c2ccccc2)n1C
→ -3, -24
C[C@@H]1CN([C@H](C)CO)C(=O)c2cc(NC(=O)CCC(F)(F)F)ccc2O[C@@H](C)CCCCO[C@H]1CN(C)S(=O)(=O)c1ccccc1
→ ., -16
Cc1ccc(S(=O)(=O)CCSc2cccc(C(=O)Nc3ccccc3)c2)cc1
→ 0, 7
COc1cc(C(=O)NCc2ccccc2)cc(OC)c1OC
→ -2, .
N#CCC(=O)Cc1ccccc1[N+](=O)[O-]
→ -1, -13
C[C@H](CO)N1C[C@H](C)[C@H](CN(C)Cc2ccc(C(=O)O)cc2)OCCCC[C@H](C)Oc2ccc(NC(=O)C3CCCCC3)cc2C1=O
→ ., 4
CCc1c(C)sc(NC(=S)Nc2cnccn2)c1C(=O)OC
→ 1, 14

# Compound activity from PubChem BioAssay.
